Rin1-Abl PPI inh: human Rin1-Abl interaction inhibition; P00519+Q13671; inhibition, % at 7.35 µM; TR-FRET Rin1/Abl binding, biochemical; actives 0.4% (n = 360,000); in the data active means inhibition above about 5%, passing the limit was not always enough
NadD block: blocks S. aureus nicotinate mononucleotide adenylyltransferase; purified NadD enzyme, colorimetric absorbance read-out; inhibition, % at 20 µM; actives 0.78% (n = 360,000); in the data active means inhibition above about 26%; further: some compounds past the cut are filed as inactive
STEP inh: STEP (human) phosphatase inhibition; actives 0.25% (n = 360,000); inhibition, % at 20 µM; AID 588621; recombinant STEP, OMFP fluorogenic substrate, fluorescence; P54829;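 active means inhibition at 20 µM, scaled per plate between control wells, above about 37%, limit read from the data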;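 further: 0% = DMSO with enzyme and substrate and 100% = substrate only without enzyme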
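Material: STEP (striatal-enriched tyrosine phosphatase) enzyme, cell-free | Medium: 50 mM Bis-Tris pH 6.0 with 2.5 mM DTT and 0.005% Tween 20 | Read-out: Percent inhibition scaled to no-enzyme and uninhibited-enzyme controls, plate-pattern corrected | Signal: Fluorescence read at 480 nm ex / 540 nm em | Times: 20 min reaction, room temperature, in the dark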
SUMO1 PPI mod: alters human SUMO1 binding to SIM partners | P63165 | SUMO1 binding to a labelled peptide, TR-FRET, 1 h | inhibition, % at 20 µM | actives 0.33% (n = 360,000) | AID 602429; in the data active means inhibition above about 37%
Target sequence (P63165 whole entry, looked up): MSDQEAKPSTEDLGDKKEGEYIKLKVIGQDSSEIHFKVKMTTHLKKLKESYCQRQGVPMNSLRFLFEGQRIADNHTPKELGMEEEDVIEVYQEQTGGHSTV
Rpn11 block: Rpn11 (human) deubiquitinase inhibition; AID 588493; calls only at 20 µM; actives 0.59% (n = 360,000); O00487; human 26S proteasome, Ub4-pepOG fluorescence polarization; 20S core pre-blocked with epoxomicin;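 active means inhibition at 20 µM, scaled to each plate's controls, above about 33%, limit read from the data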
LMPTP inh: LMPTP (human) inhibition; P24666; recombinant LMPTP-A, OMFP fluorogenic substrate, fluorescence intensity; inhibition, % at 20 µM; actives 0.22% (n = 360,000);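 active means compounds that cut the enzyme signal by at least half of the control window in the single-dose screen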;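 further: plate controls were DMSO wells with enzyme plus substrate for no effect and substrate without enzyme for full effect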
Target sequence (P24666 whole entry, looked up): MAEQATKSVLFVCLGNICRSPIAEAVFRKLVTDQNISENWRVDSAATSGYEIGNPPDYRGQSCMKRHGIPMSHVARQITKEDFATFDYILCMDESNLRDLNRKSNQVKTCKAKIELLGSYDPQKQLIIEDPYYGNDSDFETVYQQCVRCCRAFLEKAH
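Assay system: LMPTP-A enzyme. Input: 0.625 nM LMPTP-A final. Probe or stimulus: 400 µM OMFP. Compound dosing: single 20 µM dose. Schedule: 50 min dark incubation at room temperature. Detection: fluorescence intensity of OMFP turnover product. Read-out: percent inhibition versus substrate-only and uninhibited controls. Benchmarks: no-enzyme low control, uninhibited high control.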
Scp-1 inhibitor: Scp-1 (human) phosphatase inhibition; Q9GZU7; Recombinant Scp1, phosphopeptide, malachite green phosphate absorbance; inhibition, % at 20 µM; actives 0.88% (n = 340,000);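 active means inhibition above about 50% at 20 µM, limit read from the data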;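 further: plate controls were DMSO wells with enzyme for no effect and wells lacking enzyme for full effect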
Target sequence (Q9GZU7 76-261 limits assumed): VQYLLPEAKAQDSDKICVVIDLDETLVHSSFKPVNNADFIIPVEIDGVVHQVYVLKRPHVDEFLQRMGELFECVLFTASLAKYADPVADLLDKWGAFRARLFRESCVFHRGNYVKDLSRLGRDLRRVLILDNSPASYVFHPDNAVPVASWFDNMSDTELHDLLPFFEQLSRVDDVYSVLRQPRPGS
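Material: truncated SCP-1 phosphatase (76-261aa) / Buffer or medium: 50 mM Tris acetate pH 5.5, 0.005% Tween-20, 10 mM MgCl2 / Compound dosing: one concentration, 20 µM, with 1.0% DMSO / Incubation: 45 min room-temperature reaction, 5 min colour, 30 min stabiliser / Detection: colorimetric free-phosphate detection, absorbance 630 nm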
DNMT1 block: DNMT1 (human) enzyme inhibition. P26358. DNMT1 molecular beacon, Hinp1I cleavage, fluorescence. inhibition (reported as % activation of signal), % at 10 µM. actives 0.83% (n = 360,000); in the data active means inhibition above about 50%
Neddylation inh: cullin neddylation inhibition; P61081+Q13564; TR-FRET cullin neddylation, biochemical; calls only at 25 µM; actives 0.58% (n = 360,000); AID 651699; in the data active means inhibition above about 36%
CSN deneddyl inh: blocks human CSN-mediated cullin deneddylation; Purified CSN, SCF-Nedd8-OG deneddylation, fluorescence polarization; inhibition, % at 12.5 µM; actives 0.38% (n = 360,000); Q92905;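 active means pattern-corrected inhibition above about 35%, with an unprinted fluorescence ratio check between 0.5 and 1.5, limit read from the data, passing the limit was not always enough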;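 further: 0% = enzyme with substrate and 100% = substrate without enzyme; some results filed as inactive read as strong as hits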
Target sequence (Q92905 whole entry, looked up, one chain of several): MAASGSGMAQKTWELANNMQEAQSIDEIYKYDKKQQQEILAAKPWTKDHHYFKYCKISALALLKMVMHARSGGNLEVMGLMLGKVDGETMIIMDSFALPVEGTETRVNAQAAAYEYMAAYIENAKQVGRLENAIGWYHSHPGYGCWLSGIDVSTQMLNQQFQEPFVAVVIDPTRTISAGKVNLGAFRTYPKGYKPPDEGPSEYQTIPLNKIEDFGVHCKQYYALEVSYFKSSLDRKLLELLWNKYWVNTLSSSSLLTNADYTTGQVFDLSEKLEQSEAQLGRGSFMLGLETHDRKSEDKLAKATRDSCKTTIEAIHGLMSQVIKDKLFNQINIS
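Test system: Human Csn5 produced in HEK293T cells | Compound: 12.5 µM single point | Times: 90 min, room temperature | Signal: Fluorescence polarization readout | Read-out basis: % inhibition of substrate cleavage by Csn5 | Controls: no-enzyme wells high, enzyme-with-substrate wells low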
* hit, by the source's call; i = inactive; . = no result given; + = active, no number.

SMILES	Rin1-Abl PPI inh	NadD block	STEP inh	SUMO1 PPI mod	Rpn11 block	LMPTP inh	Scp-1 inhibitor	DNMT1 block	Neddylation inh	CSN deneddyl inh
CCOC(=O)C1=CCC2C(=O)N(C3CCCCC3)C(=O)C12 (stereo not drawn)	-1.2	-8.1	-0.6	6.5	i	-1.4	.	0.0	i	-3.9
CC(C)(C)OC(=O)N1CCN(C(=O)c2[nH]cnc2C(=O)Nc2ccc(Cl)cc2)CC1	0.9	6.2	-0.1	5.8	i	2.3	-10.3	2.0	i	-0.8
Cc1noc(C)c1NC(=O)Nc1ccc2c(c1)C(=O)N([C@H](C)CO)C[C@H](C)[C@@H](CN(C)S(=O)(=O)c1ccc(F)cc1)O2	2.5	6.2	-1.2	4.9	i	0.2	0.6	0.8	i	-4.5
COc1ccc2c(c1)Cc1cc(NC(=O)c3ccccc3-c3ccccc3C(=O)O)ccc1-2	1.2	1.7	-1.8	34.0	i	-0.6	.	-3.0	.	0.7
Cc1nc2cc(-c3cccs3)[nH]n2c(=O)c1C	-0.7	-4.4	-0.8	8.3	i	-0.4	-4.4	-2.9	.	1.2
CN(C)c1nc(Nc2ccc(Cl)cc2)nc(OCC#N)n1	0.0	3.0	0.5	0.3	i	2.2	-0.4	-4.6	i	0.3
Cc1ccc(-n2ccnc(SCC(=O)NC3CCCC3)c2=O)cc1F	3.6	0.8	2.0	-23.0	i	0.3	-6.2	0.9	i	3.1
CCN1CCN(S(=O)(=O)c2cccc3nsnc23)CC1	1.1	1.2	0.4	-20.3	i	-1.0	-1.1	4.1	i	-3.2
CCc1cccc(CC)c1NC(=S)NCCc1ccc(O)c(O)c1	5.0	-2.1	-1.1	-1.5	i	-0.7	2.0	-1.3	i	1.1
CC(C)C(NC(=S)Nc1ccccc1)C(=O)O (stereo not drawn)	1.7	3.6	2.9	4.4	i	-0.9	-1.0	6.0	i	-2.7
C=C(C)CSC1=C(C#N)C(c2ccsc2)CC(=O)N1 (stereo not drawn)	-4.5	1.8	11.9	-13.4	i	0.0	2.3	-1.3	i	-4.9
O=C1CC(c2ccco2)Cc2nc(Nc3nc(-c4ccccc4)c4ccccc4n3)ncc21 (stereo not drawn)	1.3	57.2*	2.3	5.3	i	61.3*	25.3	47.9	i	3.4
CC(C)CC(OC(=O)c1ccco1)C(=O)NC1CCCCC1 (stereo not drawn)	0.5	0.2	-2.1	-3.9	i	-0.3	-4.3	1.6	i	0.4
Cc1c(O)ccc2c(=O)c(Oc3ccccc3)coc12	2.7	-4.1	-2.0	1.5	i	-9.8	-10.0	-1.1	i	-0.3
C/C(CC(=O)NC12CC3CC(CC(C3)C1)C2)=N\NC(=O)Cc1cccs1	1.7	0.8	-3.6	-2.1	i	-1.0	0.7	1.2	i	-18.0
c1ccc2c(c1)[nH]c1c(N3CCOCC3)ncnc12	2.1	-6.7	0.0	1.4	i	0.7	0.3	3.9	i	4.4
COC(=O)c1c(C)oc(C)c1S(=O)(=O)NCC1CC1	-1.4	-0.4	-3.4	9.4	i	-0.8	-16.7	-0.5	i	-5.0
Cc1cc(=O)n2c3c(c4c(cc13)c(CN(C)C)cc(=O)n4C)OC2	-2.5	-0.1	-0.4	-1.3	i	-0.3	-7.6	20.3	.	3.6
CCOC(=O)c1nc(N2CCN(C(=O)OCC)CC2)c2c3c(sc2n1)CCCC3	-3.6	3.9	3.0	-11.9	i	0.8	-4.6	-6.5	.	4.0
COC(=O)c1cc(NC(=O)C2CC=CCC2C(=O)O)cc(C(=O)OC)c1 (stereo not drawn)	2.3	8.9	-2.1	9.3	i	-1.1	-0.2	3.2	i	-1.7
COc1ccc(CCNC(=O)C2CCCN2C(=O)Nc2ccc(C)cc2)cc1OC (stereo not drawn)	-0.3	-0.3	2.9	3.2	i	-0.3	-1.9	3.1	i	-0.9
O=C1CC(N2CCN(c3ccccc3)CC2)C(=O)N1Cc1ccc(Cl)cc1 (stereo not drawn)	-1.1	4.3	-0.1	8.0	i	1.0	-4.6	-3.0	i	0.3
COc1cc2c(cc1OC)C(c1cc3cc(C)ccc3[nH]c1=O)N(C(=O)c1ccco1)CC2 (stereo not drawn)	5.6	1.8	0.1	4.8	i	0.0	-2.3	-1.0	i	1.3
CCc1nc2ccc(C(=O)N3CCCC(C(N)=O)C3)cn2c1N(CCC(C)C)CCN(C)C (stereo not drawn)	4.1	1.9	-1.3	-3.2	i	-0.7	.	-1.2	i	-0.3
CCc1cccc(NC(=S)N2CCC(c3ccccc3)C2)c1 (stereo not drawn)	-2.5	-5.6	2.5	5.9	i	-0.8	7.7	-0.8	i	0.9

A different layout for part of the listing above:
mol,Rin1-Abl PPI inh,NadD block,STEP inh,SUMO1 PPI mod,Rpn11 block,LMPTP inh,Scp-1 inhibitor,DNMT1 block,Neddylation inh,CSN deneddyl inh
Cc1cc(=O)n2c3c(c4c(cc13)c(CN(C)C)cc(=O)n4C)OC2,-2.5,-0.1,-0.4,-1.3,i,-0.3,-7.6,20.3,.,3.6
CCOC(=O)c1nc(N2CCN(C(=O)OCC)CC2)c2c3c(sc2n1)CCCC3,-3.6,3.9,3.0,-11.9,i,0.8,-4.6,-6.5,.,4.0
COC(=O)c1cc(NC(=O)C2CC=CCC2C(=O)O)cc(C(=O)OC)c1 (stereo not drawn),2.3,8.9,-2.1,9.3,i,-1.1,-0.2,3.2,i,-1.7

The listing picks up, repeating the three entries before the break.
SMILES	Rin1-Abl PPI inh	NadD block	STEP inh	SUMO1 PPI mod	Rpn11 block	LMPTP inh	Scp-1 inhibitor	DNMT1 block	Neddylation inh	CSN deneddyl inh
COc1cc2c(cc1OC)C(c1cc3cc(C)ccc3[nH]c1=O)N(C(=O)c1ccco1)CC2 (stereo not drawn)	5.6	1.8	0.1	4.8	i	0.0	-2.3	-1.0	i	1.3
CCc1nc2ccc(C(=O)N3CCCC(C(N)=O)C3)cn2c1N(CCC(C)C)CCN(C)C (stereo not drawn)	4.1	1.9	-1.3	-3.2	i	-0.7	.	-1.2	i	-0.3
CCc1cccc(NC(=S)N2CCC(c3ccccc3)C2)c1 (stereo not drawn)	-2.5	-5.6	2.5	5.9	i	-0.8	7.7	-0.8	i	0.9
Cc1cc(-c2nc(C)c(C(=O)NNS(=O)(=O)c3ccccc3)s2)no1	-2.9	-7.1	0.0	-8.9	i	-0.9	-10.7	-2.4	i	-3.4
Cc1noc(C)c1C(=O)N1CCCC(C(=O)c2ccc(Cl)cc2)C1 (stereo not drawn)	0.3	4.4	-0.8	-0.7	i	-0.9	4.5	1.5	i	-7.4
COC(=O)CCC(=O)Nc1ccc(S(=O)(=O)Nc2cc(OC)nc(OC)n2)cc1	3.2	0.0	-1.0	2.3	i	0.0	-10.1	1.4	i	2.2
Cn1ccc2c(N3CCCCC3)cc3c(c21)C1CCC3O1 (stereo not drawn)	2.7	-6.3	2.3	-0.9	i	0.2	.	3.3	i	-1.4
COC(=O)c1ccc(CN(c2ccc(OC)cc2)S(=O)(=O)c2ccccc2)cc1	-0.6	-6.1	0.5	2.3	i	2.7	-21.4	-1.4	i	0.5
Cc1cc(NC(=O)CSc2nnc(-c3c[nH]c4ccccc34)n2-c2ccc(F)cc2)no1	-1.1	3.1	0.9	-3.1	i	28.7	-11.2	11.7	i	9.2
CN(C)c1cccc(C(=O)OCC(=O)NCc2ccco2)c1	-0.9	-2.7	2.8	-0.3	i	1.0	0.4	1.3	i	4.3
O=C(Nc1nc(-c2ccco2)c(-c2ccco2)s1)C1CCC1	-1.1	8.6	-2.7	4.2	i	5.2	8.0	10.2	i	28.1
CC(Nc1nc(-c2cccc(Br)c2)cs1)c1nc2cc(Cl)c(N3CCCCC3)cc2n1CCOCCO (stereo not drawn)	1.8	12.5	-0.8	-3.4	i	3.1	-0.5	-7.6	i	-2.1
CCn1ccnc1CN(C)C(=O)c1ccc(OC2CCN(CCc3ccccc3)CC2)cc1	7.1	-2.7	-1.9	0.7	i	0.3	5.5	2.1	i	-1.6
OC(CNCCC(c1ccccc1)c1ccccc1)COc1ccccc1 (stereo not drawn)	-6.0	-0.2	1.4	-8.7	i	0.8	6.3	-1.7	i	4.8
CCOC(=O)C1CCN(Cc2ccc(OC)c(OCc3ccccc3)c2)CC1	0.1	-8.8	-0.9	3.1	i	-3.4	5.5	-0.8	i	-1.8
O=C(Nc1cc(Cl)ccc1-n1cncn1)c1cccs1	1.9	-2.0	-2.8	-3.3	i	0.1	-2.3	5.9	i	0.1
O=C(COc1ccc(S(=O)(=O)N2CCOCC2)cc1Cl)NCCN1CCOCC1	0.6	1.5	0.5	-0.6	i	-0.6	-4.9	1.9	i	-2.2
COc1ccc(C2C3=C(CCCC3=O)Nc3nc(-c4cc(OC)c(OC)c(OC)c4)nn32)cc1OC (stereo not drawn)	-2.3	7.0	1.9	3.2	i	3.9	-2.5	-6.5	i	-0.7
O=C(c1sc2cc(F)ccc2c1Cl)N1CCN(c2ccccc2)CC1	-1.4	3.1	1.7	5.1	i	2.4	-1.0	36.2	i	-1.4
COc1ccc2c(c1)CO[C@@]21O[C@H](CCO)C[C@H](O)[C@H]1O	3.5	-0.3	-2.3	-2.4	i	-1.9	.	-3.6	i	-4.8
CN1CCC(OC(=O)COc2ccc(C(C)(C)C)cc2)CC1	-1.6	-6.5	8.3	-1.8	i	-1.1	-6.5	-1.3	i	4.8
O=C(CNc1ccc(F)cc1F)NC(=O)NCc1ccco1	-1.7	1.4	4.6	12.4	i	1.5	4.5	-3.8	i	2.8
CCOc1ccccc1NC(=S)N1CCN(c2ccccc2F)CC1	0.9	-2.4	-0.3	10.6	i	-0.1	8.0	0.1	i	1.0
CCOc1nc2cnccc2n(CC(=O)Nc2ccccc2C(=O)OC)c1=O	-0.5	3.2	-1.6	3.4	+	0.3	-4.5	-3.0	i	1.4
CC(=O)OC1CCC2C3CCC4=CC(=O)CCC4(C)C3CCC2(C)[C@]1(C)O (stereo partly drawn)	-0.2	-1.2	-1.1	5.4	i	2.0	-2.3	4.3	i	-1.2

Compound activity (PubChem)

The order is random. Share with any hit: about 3.8%.
